INS promoter inh: TRM-6 insulin promoter activity inhibition; TRM-6 cells (human fetal islet line), insulin promoter-eGFP reporter, imaging; reporter expression induced with tamoxifen; inhibition, % at 2 µM; 130,000 tested, 0.9% active;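 active = inhibition above the mean plus 3 SD, with well images judged a real hit on visual review, cut at about 60% in these data, passing the limit was not always enough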
sdo1 growth: compounds rescuing growth of sdo1-depleted yeast, bone marrow failure model. S. cerevisiae sdo1-depleted JHY4D growth rescue, OD600 30 h; hits give high values; pdr5 snq2 efflux-pump mutant strain. z-score at 10 µM. 140,000 tested, 0.21% active. AID 817;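 active = z-score above 3 at both the 24 hr and the 30 hr optical density reads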;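 also: z-score against mean and SD of all compound wells on the same plate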
sdo1 growth Rescue 24 h: further read-out of sdo1 growth, marked with its call; z-score; S. cerevisiae sdo1-depleted JHY4D growth rescue, OD600; measured here: growth rescue at 24 h;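 0 is the plate mean of compound wells and units are plate SD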
Starred values were filed as active, the others as inactive; i = inactive; nt = not tested or not shown; [ ] = dose if it differs, or a comment. The list is partial. The share of hits here may be higher or lower than overall.

Second line of a record: INS promoter inh	sdo1 growth	sdo1 growth Rescue 24 h
1: CC1Cc2ccccc2N1c1ncnc2nc[nH]c12 (configuration not stated)
 : 60	-1.2	-1.3
2: N#Cc1c(C(F)(F)F)cc(-c2cccs2)nc1SCc1ccc(Cl)nc1
 : -27	-2.2	-1.4
3: CCOC(=O)C1CCN(c2ncnc3c2cnn3-c2ccc(Cl)cc2)CC1
 : 41	-0.63	-0.13
4: CC(=O)NC(CCS(C)(=O)=O)C(=O)Nc1ccccc1Cl (configuration not stated)
 : -55	0.57	0.52
5: Nn1c(SCC(=O)Nc2ccccc2F)nc2ccccc2c1=O
 : -60	-1.4	-1.3
6: O=C(O)C1CC=CCC1C(=O)NCCc1csc(-c2ccccc2)n1 (configuration not stated)
 : -85	1.4	0.8
7: Cc1ccccc1C(=O)N[C@H](C(=O)OCC(=O)c1ccc[nH]1)C(C)C
 : nt	1.1	0.76
8: COc1cc(OC)c2c(OC)cccc2n1
 : -10	-0.18	-0.26
9: O=C(Nc1ncc(Cl)cn1)c1cccs1
 : -286	0.5	0.48
10: COC(=O)c1cc(NC(=O)c2cccc(F)c2)cc(C(=O)OC)c1
 : 12	nt	nt
11: CC(C)NC[C@@H](O)c1ccc(O)c(O)c1
 : 50	0.54	0.39
12: Cc1cc(NC(=O)CCc2ccc(S(=O)(=O)N3CCOCC3)cc2)n(-c2ccccc2)n1
 : 48	2.2	2.6
13: CC1CCC(C(C)C)C(OCC(O)CN2CCCC(C)C2)C1 (configuration not stated)
 : -108	nt	nt
14: Brc1ccc(OCc2nnnn2-c2ccccc2)cc1
 : 25	nt	nt
15: CCOC(=O)N1CCN(C(=O)C(CC)c2ccccc2)CC1 (configuration not stated)
 : 6	-1.1	-1.3
16: O=C(N1CCOCC1)N(CCN1CCOCC1)Cc1cccc(Cl)c1
 : 8	-0.02	-0.5
17: Cc1ccc(C(=O)N/C(=C/c2ccc(-c3cccc([N+](=O)[O-])c3)o2)C(=O)NC(C)C)cc1
 : nt	-0.92	-0.53
18: CCOC(=O)C1CCN(C(=O)CS(=O)Cc2nc(-c3ccc(C)cc3)oc2C)CC1 (configuration not stated)
 : nt	-0.43	-0.54
19: CCNC(=S)NNC(=O)c1ccoc1C
 : 19	0.05	-0.51
20: Cc1cc(CNC(=O)Cn2cc([N+](=O)[O-])cn2)c2ccccc2n1
 : 40	nt	nt
21: O=C(c1ccc(Cl)cc1)c1c[nH]c(C(=O)NNc2ccccc2)c1
 : 42	nt	nt
22: CCOC(=O)c1ccc(NC(=O)c2cccc(S(=O)(=O)N3c4ccccc4CC3C)c2)s1 (configuration not stated)
 : 12	-0.77	-0.48
23: O=C(CSc1nnc(-c2cccs2)o1)N1CCCc2ccccc21
 : nt	-1.2	-1.6
24: O=c1cc(-c2ccccc2)c2ccc(O)c(CN3CCCCC3)c2o1
 : -1	-0.32	-0.42
25: COCCN(C(=S)Nc1ccccc1C)C(C)c1cccs1 (configuration not stated)
 : -24	0.05	-0.16
26: O=C(CSc1nc2ccccc2o1)Nc1ccc(N2CCOCC2)cc1
 : 0	-0.51	-0.9
27: CCN(CC)C(=O)CSc1nc2ccccc2c(=O)n1OC
 : nt	0.27	0.01
28: CC1=NN(c2ccccc2)C(=O)/C1=C\c1ccc(Br)s1
 : nt	-0.79	-0.86
29: Cc1cc(-c2ccccc2)nc2[n+]1CCN2C
 : nt	1.8	1.1
30: COc1ccc(OC)c(C2C(C#N)=C(N)Oc3cc(C)n(Cc4ccccn4)c(=O)c32)c1 (configuration not stated)
 : nt	-0.29	-0.63

(cont.)
Second line of a record: INS promoter inh	sdo1 growth	sdo1 growth Rescue 24 h
31: C[n+]1cnc(-c2ccccc2)cc1-c1ccccc1
 : -33	-0.1	-2.1
32: CCCn1nc(C(=O)NCc2ccccn2)c2ccccc2c1=O
 : nt	0.6	0.59
33: COc1ccc(CN(C(=O)c2cnccn2)C(C(=O)NC(C)(C)C)c2cc(OC)c(OC)c(OC)c2)cc1 (configuration not stated)
 : -6	0.42	0.36
34: Cc1ccc(C)c(S(=O)(=O)NC(CCC(N)=O)C(=O)O)c1 (configuration not stated)
 : 31	nt	nt
35: Cc1onc(-c2ccccc2Cl)c1C(=O)Nc1nnc(C(C)C)s1
 : nt	-0.55	-0.5
36: COc1ccc(/C=C2\CC/C(=C\c3ccc(OC)cc3OC)C2=O)c(OC)c1
 : i	nt	nt
37: O=[N+]([O-])c1ccccc1S(=O)(=O)NCCC1=CCCCC1
 : -66	-0.52	-0.41
38: CSc1ccccc1NC(=O)c1ccc(Cl)s1
 : 0	0.54	0.65
39: O=C(Oc1cccc(NC(=O)c2ccccc2Cl)c1)c1ccc([N+](=O)[O-])cc1
 : 7	-1.6	-0.55
40: N=c1c(C(=O)NC2CCCC2)cc2c(=O)n3ccccc3nc2n1CCN1CCOCC1
 : 14	1.1	0.21
41: CC(C)NC(=S)N/N=C1\CCCCc2ccccc21
 : nt	-1.3	-1.1
42: CSc1nc2ccc(S(N)(=O)=O)cc2s1
 : nt	1.2	1.2
43: O=C(NCC(c1cccnc1)N1CCN(c2ccc(F)cc2)CC1)c1ccccc1 (configuration not stated)
 : -79	-0.58	0.37
44: CCOc1ccc(-n2c(SCc3nc(-c4cccs4)no3)nnc2-c2ccncc2)cc1
 : 62	-1.6	-1.3
45: Cc1cc(C)cc(N(CCC(=O)O)S(=O)(=O)c2ccc(Cl)cc2)c1
 : nt	1.1	1.4
46: O=C(Nc1ccc(F)cc1)N1CCN(c2ccc3nnc(-c4ccc(F)cc4)n3n2)CC1
 : nt	-0.25	-0.92
47: CCOc1cccc(C(=O)NC(=S)Nc2ccc3c(c2)OCCO3)c1
 : -14	nt	nt
48: COc1cc(/C=N/NC(=S)NCCN2CCOCC2)cc(OC)c1O
 : 15	2.6	1.9
49: CC(=O)c1ccccc1OCCn1nnc(-c2ccc(C)cc2)n1
 : -9	-0.54	-0.57
50: Cc1csc2nc(CNS(=O)(=O)c3ccc4c(c3)OCCO4)cn12
 : nt	0.25	-0.38
51: CC(C)Sc1nc2c(c(=O)[nH]c(=O)n2C)n1Cc1ccc(Cl)cc1
 : -56	-0.29	-0.4
52: O=C(COC(=O)c1ccc(Cl)nc1)Nc1ccc(S(=O)(=O)N2CCCC2)cc1
 : nt	0.89	0.23
53: CCCCOc1ccc(C(=O)N/C(=C\c2cccc([N+](=O)[O-])c2)C(=O)OCCC)cc1
 : nt	-1.6	-0.55
54: N#Cc1ccc(-c2csc(NC(=O)/C=C/c3cccs3)n2)cc1
 : 4	-0.02	0.41
55: CCOC(=O)c1cccc(NC(=O)C2(S(=O)(=O)c3ccc(Cl)cc3)CC2)c1
 : 38	-0.58	-0.31
56: O=S(=O)(c1ccc(Br)cc1)n1c(Cc2ccccc2)nc2ccccc21
 : nt	0.47	0.36
57: Cn1nc(C(F)(F)F)c2cc(C(=O)Nc3ccc(F)cc3F)sc21
 : 27	-0.33	-0.8
58: COc1ccc(S(=O)(=O)N2CCC(C(=O)NC3CC3)CC2)cc1Cl
 : 50	0.51	0.07
59: CCOC(=O)c1c(C)n(CC)c2ccc(OC(=O)c3ccc([N+](=O)[O-])cc3)cc12
 : -14	0.34	0.81
60: O=C(Nc1nccs1)C1(S(=O)(=O)c2ccc(Cl)cc2)CC1
 : nt	0.26	0.02

Next part
Second line of a record: INS promoter inh	sdo1 growth	sdo1 growth Rescue 24 h
61: COc1ccc(C(=O)Nc2nc(-c3ccc(S(=O)(=O)N4CCOCC4)cc3)cs2)cc1
 : 18	-0.75	0.19
62: O=S(=O)(c1ccc(Br)cc1)N1CCCN(Cc2ccccc2F)CC1
 : -50	-0.57	0.25
63: CCOC(=O)C(c1ccccc1)N1CCN(c2ccc(OC)cc2)CC1 (configuration not stated)
 : -4	0.4	-0.05
64: COC(=O)[C@@H](NC(=O)Nc1cccc(OC)c1)C(C)C
 : 57	-0.03	0.29
65: O=C(Cn1ccc(C(F)(F)F)n1)Nc1ccc(S(=O)(=O)NCc2ccco2)cc1
 : nt	1[7.2 µM]	0.02
66: CCc1nnc(NC(=O)CN2CCOCC2)s1
 : -45	0.59	0.62
67: Cc1cc(=O)[nH]c(SCC(=O)N2CCCCCC2)n1
 : nt	0.24	-0.42
68: CS(=O)(=O)c1ccc2c(c1)SC1=NC(=O)/C(=C/c3ccco3)C(=N)N12
 : -4	-0.73	-0.87
69: COc1ccc(CCNC(=O)c2ccc(CS(=O)(=O)c3ccc(C)cc3)o2)cc1OC
 : 15	-0.34	-0.61
70: CCc1ccc(Oc2coc3cc(OCC(=O)Nc4cc(C)ccc4C)ccc3c2=O)cc1
 : -41	-0.65	0.12
71: COc1cc2c(cc1OC)CN(c1ccc(-c3ccccc3OC)nn1)CC2
 : nt	-0.66	-0.46
72: Cc1ccc(CN2CC(C(=O)Nc3cc(S(C)(=O)=O)ccc3Cl)CC2=O)cc1 (configuration not stated)
 : -14	0.02	-0.16
73: Cc1oc2c(c1C(=O)c1ccc(Cl)cc1)C(=O)C(=O)c1ccccc1-2
 : 13	-2.7	-1.9
74: COc1ccccc1CNC(=O)COc1ccccc1OC
 : -22	-0.01	1.1
75: Oc1ccc(N=Nc2cccc(Cl)c2)cc1C=Nc1ccc(N2CCOCC2)cc1
 : nt	-1.1	-0.43
76: CCOC(=O)N1CCN(C(=O)c2ccc3c(=O)n(CCOC)c(=O)[nH]c3c2)CC1
 : nt	0.75	0.2
77: CC(C)(C)c1nnc(N/N=C/c2ccc(O)cc2)n(N)c1=O
 : -19	0.78	0.01
78: CC(C)(C)c1cc(C(=O)NCC(=O)OCC(=O)c2cccc([N+](=O)[O-])c2)cc(C(C)(C)C)c1
 : -4	1	-0.35
79: O=C(c1scc2c1CCCC2)N1CCOCC1
 : -21	0.46	0.65
80: CC(=O)OC1COC(N2CCc3cc([N+](=O)[O-])ccc32)C(OC(C)=O)C1OC(C)=O (configuration not stated)
 : 18	0.98	-0.79
81: Cc1cc(C)c(NC(=O)c2ccccc2C(=O)c2ccccc2)c(C)c1
 : -65	nt	nt
82: CCOC(=O)Cn1nc(C)c(-c2ccccc2)c1N
 : -27	0.3	0.43
83: COc1ccccc1NC(=O)Cn1c(=O)n(-c2ccccc2)c(=O)c2oc3ccccc3c21
 : -46	-0.01	0.74
84: COc1cc(NC(=O)CN(c2ccc(C)cc2)S(=O)(=O)c2c(C)n[nH]c2C)cc(OC)c1
 : nt	1.7	2.7
85: CN(C)S(=O)(=O)c1cccc(NC(=O)COc2nc3ccccc3nc2N2CCOCC2)c1
 : -33	1.3	1.8
86: O=C(Cc1cccs1)Nc1ccc(N2CCOCC2)cc1
 : -114	-0.61	-0.66
87: COc1ccc([N+](=O)[O-])cc1NC(=O)CCN1CCN(C)CC1
 : -40	nt	nt
88: O=C(OCC1OC2C(Oc3nc(=O)ccn32)C1O)c1ccccc1 (configuration not stated)
 : nt	1.6	1.3
89: Cn1c(CN2CCCCC2)nc2cc([N+](=O)[O-])ccc21
 : -24	nt	nt
90: NS(=O)(=O)c1cccc(NC(=O)CCSc2ccc(Cl)cc2)c1
 : 10	-0.46	-0.53

6 structures out of the list, ordered by heavy-atom count, lowest first.
Second line of a record: INS promoter inh	sdo1 growth	sdo1 growth Rescue 24 h
13: CC1CCC(C(C)C)C(OCC(O)CN2CCCC(C)C2)C1 (configuration not stated)
 : -108	nt	nt
90: NS(=O)(=O)c1cccc(NC(=O)CCSc2ccc(Cl)cc2)c1
 : 10	-0.46	-0.53
49: CC(=O)c1ccccc1OCCn1nnc(-c2ccc(C)cc2)n1
 : -9	-0.54	-0.57
3: CCOC(=O)C1CCN(c2ncnc3c2cnn3-c2ccc(Cl)cc2)CC1
 : 41	-0.63	-0.13
61: COc1ccc(C(=O)Nc2nc(-c3ccc(S(=O)(=O)N4CCOCC4)cc3)cs2)cc1
 : 18	-0.75	0.19
83: COc1ccccc1NC(=O)Cn1c(=O)n(-c2ccccc2)c(=O)c2oc3ccccc3c21
 : -46	-0.01	0.74

The list goes on:
Second line of a record: INS promoter inh	sdo1 growth	sdo1 growth Rescue 24 h
91: COc1cc(Cc2ccc(N)c(OC)c2)ccc1N
 : 21	0.47	0.29
92: CCOCCCNC(=S)Nc1cc(C)cc(C)c1
 : -13	0.27	0.23
93: O=C(Nc1cccc(-c2nc3ccccc3s2)c1)c1ccc2c(c1)OCO2
 : nt	-1.7	-0.51
94: COc1ccc2c(CC(=O)Nc3nccs3)coc2c1
 : 33	nt	nt
95: Cn1c(=O)c2[nH]c(-c3ccccc3Cl)c(O)c2n(C)c1=O
 : 64*	0.22	-0.42
96: c1ccc2[nH]c(CN3CCN(c4ncnc5c4oc4ccccc45)CC3)nc2c1
 : -109	-0.97	-0.11
97: CCn1c2ccccc2c2cc(NC(=O)COC(=O)c3cccc(S(=O)(=O)NC)c3)ccc21
 : 9	-0.02	-0.25
98: CC(C)(C)Nc1nc(NC(C)(C)C)nc(-n2ccnc2)n1
 : -348	-2.4	-1.8
99: Cc1nnc(-c2cnn(C)c2N)n1Cc1ccc(Cl)cc1
 : 11	1.4	1.9
100: Cc1ccc(NC(=O)CN(C)C(=O)Cn2cc(C(F)(F)F)cc(Cl)c2=O)cc1
 : 13	0.39	0.44
101: Cc1cc(C)cc(C(=O)N(c2ccccn2)C(C)c2ccco2)c1 (configuration not stated)
 : -27	-0.5	-0.36
102: O=C(Nc1cccc2ncccc12)c1ccc(OCc2ccccc2)cc1
 : 42	nt	nt
103: O=C(O)c1cn(Cc2ccccc2Cl)c2ccc(S(=O)(=O)N3CCOCC3)cc2c1=O
 : 0	nt	nt
104: C=CCNC(=O)c1c(Cl)cccc1Cl
 : 21	0.07	-0.78

Screens (PubChem)
